From PubChem
FadD28 FP inh: inhibitors of Mycobacterium tuberculosis FadD28 bisubstrate binding; FadD28 bisubstrate probe binding, fluorescence polarization; inhibition, % at 12.5 µM; 0.22% of 360,000 active; in the data active means inhibition above about 8.5%, passing the limit was not always enough
BoNT-F LC inh: blocks Botulinum neurotoxin F light chain protease. Multiplex microsphere protease cleavage assay, flow cytometry. inhibition, % at 10 µM. 0.22% of 360,000 active. AID 588497; in the data active means inhibition above about 35%, passing the limit was not always enough; further: plate controls were buffer without enzyme for full effect and enzyme alone for no effect
PrPC TRFRET: inhibitors of human cell surface prion protein PrPC | TR-FRET read-out | inhibition, % at 13.8 µM | 0.43% of 370,000 active; in the data active means inhibition above about 24%; further: 0% = median of the test wells and 100% = reference compound wells
CCHFV vOTU inh: blocks the CCHF virus ovarian tumor domain protease. inhibition, % at 11.5 µM. CCHFV vOTU protease, Pep-AMC fluorescence. 0.55% of 370,000 active; further: 0% = vehicle wells with enzyme and 100% = no enzyme wells
UGM FP inh: inhibitors of M. tuberculosis UDP-galactopyranose mutase; P9WIQ1; purified UGM, fluorescence polarization probe displacement; inhibition, % at 10 µM; 0.06% of 320,000 active; AID 504406; in the data active means inhibition above about 10%, passing the limit was not always enough
Target sequence (P9WIQ1 whole entry, looked up): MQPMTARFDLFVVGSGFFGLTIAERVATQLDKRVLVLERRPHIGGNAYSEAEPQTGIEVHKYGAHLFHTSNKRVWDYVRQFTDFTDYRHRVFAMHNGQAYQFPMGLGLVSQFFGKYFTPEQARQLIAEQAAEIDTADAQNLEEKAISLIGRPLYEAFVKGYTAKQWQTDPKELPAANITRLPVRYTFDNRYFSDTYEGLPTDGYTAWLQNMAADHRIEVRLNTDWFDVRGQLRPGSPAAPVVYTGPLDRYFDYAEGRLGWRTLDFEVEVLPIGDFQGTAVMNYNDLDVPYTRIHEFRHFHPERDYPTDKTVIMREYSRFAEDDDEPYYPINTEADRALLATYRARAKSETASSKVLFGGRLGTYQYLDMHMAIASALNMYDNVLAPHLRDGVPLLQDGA
BoNT A protease: inhibitors of Botulinum neurotoxin A light chain protease | multiplex microsphere protease substrate cleavage, flow cytometry | inhibition, % at 10 µM | 0.17% of 360,000 active | AID 588499; in the data active means inhibition above about 30%; further: plate controls were buffer without enzyme for full effect and enzyme alone for no effect
GDH-TPI inh: GDH-TPI coupled enzyme inhibition counter-screen | inhibition, % at 4.8 µM | GDH-TPI coupled enzyme counterscreen, NADH absorbance | 1.2% of 360,000 active;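 further: 0% = DMSO wells and 100% = wells lacking the enzyme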
BioA inh: blocks M. tuberculosis BioA enzyme activity. purified M. tuberculosis BioA enzyme, plate reader. inhibition, % at 9.99 µM. 0.096% of 360,000 active. AID 602481; in the data active means inhibition above about 40%
Mtb FBA inh: inhibits M. tuberculosis FBA enzyme. P9WQA3. purified M. tuberculosis FBA, fluorescence read-out. inhibition, % at 1 µM. 2.3% of 360,000 active. AID 588726; in the data active means inhibition above about 27%;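 further: 0% = vehicle and 100% = reference inhibitor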
Target sequence (P9WQA3 whole entry, looked up): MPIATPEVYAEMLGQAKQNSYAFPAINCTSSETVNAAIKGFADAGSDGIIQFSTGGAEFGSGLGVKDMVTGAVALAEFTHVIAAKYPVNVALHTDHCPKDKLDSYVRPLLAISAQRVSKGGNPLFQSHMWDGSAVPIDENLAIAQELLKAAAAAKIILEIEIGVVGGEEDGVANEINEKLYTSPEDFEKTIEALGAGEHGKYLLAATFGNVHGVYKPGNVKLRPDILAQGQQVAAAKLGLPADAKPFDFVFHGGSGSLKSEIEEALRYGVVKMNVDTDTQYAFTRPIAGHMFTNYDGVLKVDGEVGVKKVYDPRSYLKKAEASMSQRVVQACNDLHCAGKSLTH
An asterisk follows results filed as active; nt = no result given. Unless noted, no stated cut-off is given here; in the data, active means inhibition above about 30%; inactive means the rest.

1: CC1(C(=O)NS(=O)(=O)c2ccc(Cl)cc2)CCN1C(=O)CCC1CCCC1 (configuration not stated)
2: COc1ccccc1NC(=O)CNc1ccc(F)c(Cl)c1
3: O=C(N/N=C/c1c(O)ccc2ccccc12)c1ccc(Br)o1
4: COCC(=O)NC1CCN(C(=O)NCc2ccccc2)CC1
5: CCCCCCN1C[C@@H](n2cc(-c3ccc(F)cc3)nn2)[C@H](O)C[C@@H]1c1ccc(OC)cc1
6: Oc1ccccc1N=Cc1ccc[nH]1
7: CCOC(=O)[C@]12CCCC=C1N(Cc1ccc3c(c1)OCO3)C(=O)[C@H](CC(=O)N1CCN(C(=O)c3ccco3)CC1)C2
8: Cc1ccc(C(=O)COC(=O)COc2ccccc2O)cc1C
Screen / compound no.	1	2	3	4	5	6	7	8
FadD28 FP inh	-0.5	-2.0	-2.7	-3.6	-1.1	-2.6	nt	-2.5
BoNT-F LC inh	-1	3	0	0	-4	5	-5	nt
PrPC TRFRET	6	3	5	1	7	-15	-14	-5
CCHFV vOTU inh	2	-6	-2	-2	27	15	13	-4
UGM FP inh	nt	-1.7	-3.3	2.3	nt	0.7	nt	-2.5
BoNT A protease	-0.3	0.9	1.8	-0.2	-0.1	-0.6	-0.5	nt
GDH-TPI inh	2	6	10	-6	5	3	nt	-8
BioA inh	-0.4	nt	-2.2	-1.0	-2.1	-0.6	nt	-0.1
Mtb FBA inh	-3	-1	-1	0	1	-3	nt	-2

9: COc1ccc(C(=O)OCCCN(C)C)cc1OC
10: Cc1nnc(NC(=O)Oc2ccccc2)s1
11: C/C(=N\NC(=O)c1ccccc1[N+](=O)[O-])c1ccc(Br)s1
12: CCCN(CCC)C(=O)Cn1ccc(=N)c2ccccc21
13: C=CCn1cc(Cl)cc(C(=O)Nc2ccccc2)c1=O
14: CCOC(=O)C1CCN(C(=O)COC(=O)/C=C/c2ccccc2)CC1
15: Cc1n(CC(=O)c2ccc(F)cc2)c2ccccc2[n+]1C
16: Cc1ccc(S(=O)(=O)NC(=O)C2(C)CCN2C(=O)CC2CCCC2)nc1 (configuration not stated)
Screen / compound no.	9	10	11	12	13	14	15	16
FadD28 FP inh	0.7	-1.0	-0.3	-4.2	-2.8	-3.2	-2.0	-1.0
BoNT-F LC inh	0	4	-1	-7	0	nt	-5	0
PrPC TRFRET	-3	1	-16	0	-3	-7	4	-1
CCHFV vOTU inh	-4	-9	-2	4	5	8	2	13
UGM FP inh	2.8	0.8	-1.7	1.4	-0.8	1.3	-4.1	nt
BoNT A protease	-0.7	0.3	-0.1	0.0	-2.5	nt	0.2	0.0
GDH-TPI inh	1	15	5	19	21	-3	7	4
BioA inh	-1.7	0.7	1.3	1.2	-0.5	0.5	nt	-1.7
Mtb FBA inh	2	0	-4	1	1	5	5	1

Compound profiles, as listed above. Screens in order: FadD28 FP inh	BoNT-F LC inh	PrPC TRFRET	CCHFV vOTU inh	UGM FP inh	BoNT A protease	GDH-TPI inh	BioA inh	Mtb FBA inh
Cc1nnc(NC(=O)Oc2ccccc2)s1 in the list: -1.0	4	1	-9	0.8	0.3	15	0.7	0
COCC(=O)NC1CCN(C(=O)NCc2ccccc2)CC1 in the list: -3.6	0	1	-2	2.3	-0.2	-6	-1.0	0

Next structures.
17: CCOc1ccc(NC(=O)COC(=O)CC2CC3CCC2C3)cc1 (configuration not stated)
18: CCN(CC)CCN1C(=O)C(=O)/C(=C(/O)c2ccc(Cl)cc2)C1c1ccncc1 (configuration not stated)
19: C/C(=N\OC(=O)c1cccc(C)c1)c1sc(-c2ccccc2)nc1C
20: COc1cc(OC)c(CN2CCC(Cc3ccccc3)CC2)cc1Br
21: O=C1NC(=O)N(CCC2=CCCCC2)C(=O)/C1=C/c1cccs1
22: CCOc1ccc(NC(=S)Nc2cccc3cnccc23)cc1
23: CCCCc1cc(=O)oc2cc(OCC(=O)N[C@@H](Cc3ccccc3)C(=O)O)ccc12
24: CCOC(=O)C1=C(C)N=c2s/c(=C/c3ccc(OCC(=O)O)cc3)c(=O)n2C1c1ccc(F)cc1 (configuration not stated)
Screen / compound no.	17	18	19	20	21	22	23	24
FadD28 FP inh	0.1	-1.7	-1.8	-1.9	-1.6	2.1	-4.0	-19
BoNT-F LC inh	-9	5	4	6	37*	2	-14	10
PrPC TRFRET	-3	-5	0	4	6	-12	-1	9
CCHFV vOTU inh	16	2	-9	-8	8	22	-5	25
UGM FP inh	6.1	nt	-0.3	3.3	-2.7	1.7	-0.4	1.7
BoNT A protease	-2.8	0.4	3.5	-0.4	12	2.2	-0.7	0.9
GDH-TPI inh	5	11	14	-10	-5	-1	19	11
BioA inh	-0.6	nt	-1.7	-1.4	-0.5	-0.1	1.7	1.0
Mtb FBA inh	-1	3	-4	-4	0	1	19	0

25: CCc1ccc2c(CN3CCN(S(=O)(=O)c4cccs4)CC3)cc(=O)oc2c1
26: CCCCCCn1cc(C(=O)O)c(=O)c2ccccc21
27: CCOc1cc(CNn2cnnc2)cc(Br)c1OCC(=O)NC(C)(C)C
28: COc1ccc([N+](=O)[O-])cc1NC(=O)c1ccc(CN(c2ccc(C)c(C)c2)S(C)(=O)=O)cc1
29: Cc1ccc(C(=O)NC2(C(F)(F)F)NC(=O)N(c3ccc(Cl)cc3)C2=O)cc1 (configuration not stated)
30: CCC(C)c1nc2ccsc2c(N2CCOC2=O)c1-c1ccccc1 (configuration not stated)
31: C=C(C)COC(=O)C1CC2OC2CC1C(=O)OCC(=C)C (configuration not stated)
32: Cc1ccc(-n2cc(C(C)(C)C)[nH]c2=S)cc1
Screen / compound no.	25	26	27	28	29	30	31	32
FadD28 FP inh	-3.4	2.6	-2.4	-1.2	-3.5	-7.9	0.2	-0.3
BoNT-F LC inh	0	-32	9	2	0	-2	-7	22
PrPC TRFRET	5	-7	9	8	2	4	11	2
CCHFV vOTU inh	35*	0	-2	-4	-3	20	9	-8
UGM FP inh	0.4	0.5	-3.8	-3.6	0.2	4.2	nt	-3.0
BoNT A protease	-0.8	-0.2	0.4	-0.8	0.2	0.6	0.2	-0.8
GDH-TPI inh	6	15	2	7	5	2	9	1
BioA inh	nt	-4.4	-0.1	nt	nt	-0.8	-1.8	-1.6
Mtb FBA inh	2	3	1	-2	-2	0	-1	-7

33: CCn1c(CNC(=O)c2ccco2)nnc1SCC(=O)Nc1cc(C(F)(F)F)ccc1Cl
34: Cc1ccc(OCC2Cn3c(nc4c3c(=O)n(C)c(=O)n4C)O2)cc1 (configuration not stated)
35: C=Cc1ccc2c(c1)OCCOCCOCCOCCOCCO2
36: COc1cccc(OCC(=O)NC2CCCCCC2)c1
37: COc1ccc(OC)c(/C(C)=N/Nc2ccc(C(=O)O)cc2)c1
38: COCCNC(=O)/C(C#N)=C/c1c(N2CCN(C)CC2)nc2ccccn2c1=O
39: CC(C)CN1CCN(Cc2ccc(F)cc2Cl)CC1CCO (configuration not stated)
40: Cc1nc(NCCCN2CCOCC2)c2oc3ccccc3c2n1
Screen / compound no.	33	34	35	36	37	38	39	40
FadD28 FP inh	-3.5	-4.0	0.0	-1.0	-3.5	nt	0.3	0.8
BoNT-F LC inh	4	-10	-4	3	2	-4	-3	-6
PrPC TRFRET	2	8	5	7	20	-8	-5	-2
CCHFV vOTU inh	-1	12	-11	0	9	-119	-10	-4
UGM FP inh	-1.4	-0.3	2.0	-1.7	-0.1	4.2	-1.7	1.5
BoNT A protease	0.2	0.0	-0.6	-5.2	-1.0	-1.1	0.7	-0.7
GDH-TPI inh	-4	-2	-5	9	21	6	2	4
BioA inh	-0.1	-2.2	-2.3	-2.2	0.4	0.7	nt	1.0
Mtb FBA inh	3	-2	0	3	-8	192*	0	2

41: O=C(Nc1ccncc1)Nc1ccc(F)cc1F
42: NNc1nnc(-c2ccccc2)c(-c2ccccc2)n1
43: CN1CC(=O)N2[C@H]3c4ccccc4OC[C@@H]3[C@H](c3ccccc3)[C@]2(C)C1=O
44: O=C(NC1CCCCC1)c1cc(Cl)nc2ccccc12
45: Cc1ccc(N(C)C(=O)Oc2ccc(C(=O)c3ccc(Cl)cc3)cc2)cc1
46: CCN(Cc1nc(-c2cccc(C)c2)no1)C(=O)c1ccco1
47: CCC1(C)Cc2c(sc3nnn(CC(=O)Nc4ccc(Cl)cc4)c(=O)c23)CO1 (configuration not stated)
48: CCOC(=O)N1CCN(C(=O)c2cnsn2)CC1
Screen / compound no.	41	42	43	44	45	46	47	48
FadD28 FP inh	-4.1	-0.8	-3.8	-1.8	-0.2	1.0	-1.8	1.5
BoNT-F LC inh	2	-10	5	0	17	-2	2	11
PrPC TRFRET	15	-11	2	2	-4	1	10	-6
CCHFV vOTU inh	8	0	-1	-1	-2	8	-2	5
UGM FP inh	-3.3	-1.4	1.1	0.2	-0.5	-1.7	0.1	4.6
BoNT A protease	1.1	0.3	-0.4	-0.1	-0.9	-0.1	0.6	0.7
GDH-TPI inh	-3	13	-2	9	-4	2	19	9
BioA inh	1.1	2.9	-3.8	0.4	-1.6	7.4	-0.3	0.1
Mtb FBA inh	1	0	0	-2	0	0	0	3

6 entries picked at random from those above, as already listed:
45: Cc1ccc(N(C)C(=O)Oc2ccc(C(=O)c3ccc(Cl)cc3)cc2)cc1
48: CCOC(=O)N1CCN(C(=O)c2cnsn2)CC1
43: CN1CC(=O)N2[C@H]3c4ccccc4OC[C@@H]3[C@H](c3ccccc3)[C@]2(C)C1=O
47: CCC1(C)Cc2c(sc3nnn(CC(=O)Nc4ccc(Cl)cc4)c(=O)c23)CO1 (configuration not stated)
44: O=C(NC1CCCCC1)c1cc(Cl)nc2ccccc12
42: NNc1nnc(-c2ccccc2)c(-c2ccccc2)n1
Screen / compound no.	45	48	43	47	44	42
FadD28 FP inh	-0.2	1.5	-3.8	-1.8	-1.8	-0.8
BoNT-F LC inh	17	11	5	2	0	-10
PrPC TRFRET	-4	-6	2	10	2	-11
CCHFV vOTU inh	-2	5	-1	-2	-1	0
UGM FP inh	-0.5	4.6	1.1	0.1	0.2	-1.4
BoNT A protease	-0.9	0.7	-0.4	0.6	-0.1	0.3
GDH-TPI inh	-4	9	-2	19	9	13
BioA inh	-1.6	0.1	-3.8	-0.3	0.4	2.9
Mtb FBA inh	0	3	0	0	-2	0

The listing continues:
49: CCn1c(COc2ccccc2)nnc1SCC(=O)Nc1ccc(N2CCOCC2)cc1
50: c1cncc(-c2cn(C[C@H]3CC[C@H](Cn4cc(-c5cccnc5)nn4)O3)nn2)c1
51: CC(=O)C(C(C)=O)c1c(Cl)c(O)c(O)c2c(C(=O)c3ccccc3)coc12
52: CC(O)c1nc2ccccc2n1Cc1nnc(-c2ccc(Cl)cc2)o1 (configuration not stated)
53: CN(C)c1ncnc2c1ncn2C1CCCCO1 (configuration not stated)
54: COC(C[C@@H](O)C[C@H](O)COCc1ccccc1)OC
55: C[C@H]1[C@H]2c3nc4ccccc4n3C[C@H]1ON2C1CCCCC1
Screen / compound no.	49	50	51	52	53	54	55
FadD28 FP inh	nt	-3.0	0.6	-3.9	0.4	-2.9	-2.3
BoNT-F LC inh	-4	4	-16	-10	0	3	3
PrPC TRFRET	-1	-3	14	3	4	-4	-5
CCHFV vOTU inh	4	-1	5	-3	-5	19	8
UGM FP inh	0.4	nt	-0.7	-0.2	nt	nt	3.1
BoNT A protease	1.9	0.2	-0.6	-0.5	-0.1	-0.2	0.5
GDH-TPI inh	-6	-3	19	5	9	-4	9
BioA inh	-2.1	16	nt	-2.6	0.3	-2.0	5.4
Mtb FBA inh	-2	0	0	-12	0	4	1
